Bioassay records from PubChem BioAssay.
GRK2 inh: blocks RNA aptamer binding to human GRK2; P25098; bead flow cytometry, FAM-aptamer displacement from GRK2; inhibition of aptamer binding, % at 10 µM; hit rate 0.59% among 330,000;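 active = inhibition of aptamer binding above 40%, roughly 3 SD of noise, on plates passing a quality check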;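 also: median bead fluorescence of bound FAM aptamer so fluorescent compounds give negative values; no value below 0 was filed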
Yeast superoxide: lowers age-related superoxide in aged yeast cells; S. cerevisiae aged cells, superoxide DHE fluorescence; hits give low values; superoxide response (% of plate mean), % at 10 µM; hit rate 0.18% among 330,000;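 active = superoxide response under a set limit, about three screen SD below normal, cut at about 65% in these data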;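 also: yeast aged for seven days with compound at 30 °C before DHE staining; 100% = average MFI of all compound-treated wells on the plate with controls excluded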
MCL1 BIM primary: MCL1-BIM-BH3 interaction inhibition (human) | Q07820 | GST-MCL1 / FITC-Bim-BH3 fluorescence polarization | inhibition, % at 10.9 µM | hit rate 0.68% among 320,000 | AID 2057;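 active = inhibition above the mean inhibition of all tested compounds plus 3 SD, set per campaign, cut at about 40% in these data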;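 also: 0% = DMSO wells and 100% = unlabeled Bim-BH3 peptide control; higher means more loss of mP so more displacement of Bim peptide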
MEX-5 binding: C. elegans MEX-5 TCR-2 RNA binding activity; MEX-5/FITC-TCR2 RNA binding, fluorescence polarization; hits give low values; activity score (negative = inhibition of binding), % at 10 µM; hit rate 0.38% among 300,000; AID 1832;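 active = inhibition past about -25% in most replicates, and total fluorescence under double the plate's negative control median, limit read from the data; inconclusive = replicates evenly split on the limit, or fluorescence at least double controls; inactive = too little inhibition in most replicates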;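 also: 0% = DMSO and -100% = 5 µM competing unlabeled TCR2 RNA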
Target sequence (Q9XUB2 whole entry, looked up): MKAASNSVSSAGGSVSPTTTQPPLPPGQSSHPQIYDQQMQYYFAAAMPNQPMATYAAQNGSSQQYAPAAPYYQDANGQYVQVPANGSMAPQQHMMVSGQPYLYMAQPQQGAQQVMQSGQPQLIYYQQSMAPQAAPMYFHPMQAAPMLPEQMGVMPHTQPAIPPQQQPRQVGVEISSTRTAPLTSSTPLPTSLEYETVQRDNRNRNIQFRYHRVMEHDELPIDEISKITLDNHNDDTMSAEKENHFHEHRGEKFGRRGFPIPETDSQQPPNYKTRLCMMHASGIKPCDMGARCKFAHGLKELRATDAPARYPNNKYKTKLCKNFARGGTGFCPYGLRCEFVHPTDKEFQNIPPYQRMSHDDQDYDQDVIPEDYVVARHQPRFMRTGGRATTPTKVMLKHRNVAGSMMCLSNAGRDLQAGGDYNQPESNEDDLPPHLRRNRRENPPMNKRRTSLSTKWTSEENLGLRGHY
VLA-4 inh: inhibition in a human VLA-4 binding assay | VLA-4 expressing cells, ligand binding flow cytometry | AID 2557 | hit rate 0.2% among 330,000 | P13612 | inhibition, % (about 7 µM as worked out from the volumes in the protocol); in the data active = inhibition above about 50%
GLD-1 RNA inh: GLD-1-TGE RNA interaction inhibition (C. elegans). AID 2280. Q17339. purified GLD-1 + fluorescein TGE RNA, fluorescence polarization. hit rate 0.44% among 320,000. inhibition, % at 5.96 µM;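 active = percent inhibition above a per-plate cutoff, the plate mean of test compounds plus 3 SD, cut at about 30% in these data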;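 also: 0% = DMSO wells with GLD-1 and probe and 100% = wells lacking GLD-1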
Target sequence (Q17339 whole entry, looked up): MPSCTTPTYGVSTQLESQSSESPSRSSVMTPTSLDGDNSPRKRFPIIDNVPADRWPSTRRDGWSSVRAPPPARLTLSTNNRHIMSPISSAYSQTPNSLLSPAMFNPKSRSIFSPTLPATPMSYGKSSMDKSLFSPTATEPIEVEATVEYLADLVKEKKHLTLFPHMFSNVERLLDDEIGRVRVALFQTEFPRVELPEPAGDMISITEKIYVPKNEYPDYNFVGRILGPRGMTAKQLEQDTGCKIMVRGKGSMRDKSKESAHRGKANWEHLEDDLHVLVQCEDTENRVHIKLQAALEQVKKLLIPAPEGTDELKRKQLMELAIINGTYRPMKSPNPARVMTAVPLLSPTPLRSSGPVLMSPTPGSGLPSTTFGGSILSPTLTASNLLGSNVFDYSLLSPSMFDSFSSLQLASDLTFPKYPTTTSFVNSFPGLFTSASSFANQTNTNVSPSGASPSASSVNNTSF
AGP1-GFP MLPCN: alters AGP1-GFP fluorescence in TOR pathway yeast screen; S. cerevisiae AGP1-GFP multiplex flow cytometry, 3 h; GFP as percent of DMSO wells; GFP response vs DMSO, % at 10 µM; hit rate 0.02% among 320,000;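 active = GFP response relative to DMSO above a set limit, near screen average plus 3 SD, cut at about 150% in these data; inconclusive = fewer than 70 cells counted for the yeast strain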;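 also: median GFP channel fluorescence of the gated AGP1 strain per well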
CIT2 TOR yeast: alters CIT2-GFP fluorescence in TOR pathway yeast screen; hit rate 0.065% among 320,000; GFP response vs DMSO, % at 10 µM; S. cerevisiae CIT2-GFP strain, flow cytometry, 3 h; 100 means same as DMSO wells; AID 2029;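 active = GFP response relative to DMSO above a set limit, near the screen mean plus 3 SD, cut at about 150% in these data; inconclusive = Fewer than 70 cells measured for a yeast strain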;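 also: ratio of well median GFP fluorescence to mean of DMSO wells on the plate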
BCLXL inh: Bcl-xL (human) inhibition | Q07817 | GST-Bcl-xL / FITC-Bim BH3 peptide fluorescence polarization | inhibition, % at 10.9 µM | hit rate 0.7% among 320,000 | AID 2129;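 active = inhibition above the mean of all tested compounds plus 3 SD, cutoff set per campaign, cut at about 30% in these data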;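 also: 0% = DMSO wells and 100% = unlabeled Bim-BH3 peptide competitor; inhibitors lower millipolarization by displacing the labeled peptide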
* = called active by the depositor; i = inactive; ? = inconclusive; / = no result given.

SMILES | GRK2 inh | Yeast superoxide | MCL1 BIM primary | MEX-5 binding | VLA-4 inh | GLD-1 RNA inh | AGP1-GFP MLPCN | CIT2 TOR yeast | BCLXL inh
O=C(c1ccccc1Br)N1N=C(c2ccccc2)CC1c1ccccc1F (centres undefined) | 0 | 133 | 1 | -1.5 | 2 | -18 | ? | ? | 7
COc1cccc(NC(=O)CSc2nnc(CNC(=O)c3ccco3)n2C)c1 | 0 | 100 | 0 | 0.8 | -4 | 6 | 110 | 103 | -3
CC1CCCN(C(=O)CSc2nnc(-c3c[nH]c4ccccc34)o2)C1 (centres undefined) | 2 | 110 | -3 | 1.9 | 5 | -2 | 97 | 97 | 2
Cc1ccc(NC(=O)COc2cccnc2[N+](=O)[O-])cc1S(=O)(=O)N1CCOCC1 | 3 | 101 | 5 | 0.5 | 5 | -5 | 103 | 108 | 4
COc1ccc(/C=C2/N=C(SC)NC2=O)cc1OC | 0 | 87 | 5 | -0.3 | 7 | -2 | 102 | 105 | 0
COC(=O)C1=C(C)N(Cc2ccccc2)C(=S)N[C@H]1c1cccc(F)c1 | 0 | 97 | 0 | 0.3 | 35 | 14 | 73 | 63 | 0
C=CCn1c(NCc2ccc3c(c2)OCO3)nc2ccccc21 | 4 | 93 | 3 | -2.6 | 4 | -1 | 109 | 105 | 2
COc1ccc(-c2cc(NC(=O)c3cncn3-c3ccccc3)ccc2OC)cc1 | 0 | 109 | 0 | -1.8 | 3 | 1 | 100 | 96 | 0
CN(C)c1ccc(/C=N/N2CCN(Cc3ccccc3Cl)CC2)cc1 | 2 | 103 | 11 | -1.8 | 1 | -1 | 106 | 102 | 5
Cc1nn2c(N3CCOCC3)cc(C(C)C)nc2c1-c1ccccc1 | 0 | 108 | 6 | -0.7 | 2 | 7 | 92 | 101 | 1
CCOc1ccc(N2C(=O)CC(SC(=NC)Nc3cccc(OC)c3)C2=O)cc1 (centres undefined) | 3 | 97 | 3 | -1.2 | -1 | -5 | 102 | 103 | 11
O=C(COC(=O)c1ccc(Cl)nc1)NC1CCCCCC1 | 1 | 97 | 5 | / | 0 | -3 | 99 | 93 | 0
COc1cc(-c2nc3ccc(C)cn3c2NCc2ccccc2)ccc1SC1CCCCC1 | 2 | 104 | 9 | 1.2 | 10 | -5 | 76 | 84 | 10
Nc1nnc(SCC(=O)Nc2ccccc2)s1 | 0 | 90 | -4 | 0.1 | -1 | 1 | 101 | 100 | 0
COc1ccc(S(=O)(=O)N2CCOCC2)cc1NC(=O)COc1cccnc1[N+](=O)[O-] | 2 | 108 | -1 | -1.9 | 11 | 7 | 98 | 104 | 8
CC1CCCN(CC(=O)NNC(=O)COc2ccc(Br)cc2)C1 (centres undefined) | 0 | 83 | / | / | -3 | 8 | 94 | 100 | /
CCOC(=O)c1c(N)sc2c1C1CCN2CC1 | 0 | 92 | -1 | 1.5 | -2 | 2 | 100 | 102 | 1
C[C@@H](NC(=O)c1[nH]cnc1C(=O)Nc1cccc(Cl)c1)c1ccccc1 | 0 | 134 | 4 | / | 21 | 5 | 70 | 101 | 6
CCN(C[C@H]1N[C@@](Cc2ccccc2)(C(=O)OC)[C@H]2C(=O)N(C)C(=O)[C@@H]12)S(=O)(=O)c1ccc(C(F)(F)F)cc1 | 0 | 86 | / | / | 21 | 4 | 103 | 100 | /
CC1CC(=O)N(Cc2ccccc2)c2ccccc2N1C=O (centres undefined) | 13 | 68 | -4 | 0.4 | 3 | -6 | 89 | 87 | 0
CCc1ccc(-c2cn3nc(-c4ccccc4)cnc3n2)cc1 | 0 | 109 | 18 | -1.6 | -5 | -1 | / | / | 10
Cc1cc(C)c(OCC(=O)OCC(=O)N2CCN(C(=O)c3ccco3)CC2)c(C)c1 | 2 | 104 | 3 | -0.2 | 10 | 5 | 106 | 96 | 1
O=C(N/N=C/c1cccc(Oc2ccc([N+](=O)[O-])cc2[N+](=O)[O-])c1)c1cncc(Br)c1 | 0 | 96 | 4 | 1.4 | -11 | -1 | 109 | 107 | 9
CCOC(=O)N1CCN(Cc2nc3c(c(=O)n(C)c(=O)n3C)n2Cc2cccc3ccccc23)CC1 | 2 | 107 | 4 | -0.4 | -4 | 13 | 94 | 98 | 6
COc1ccc(-c2nc(CS(=O)CC(=O)NC3CCCCC3)c(C)o2)cc1OC (centres undefined) | 1 | 99 | 1 | 1.2 | 0 | 5 | 106 | 106 | 0

The final two records of the section above lead into the next:
SMILES | GRK2 inh | Yeast superoxide | MCL1 BIM primary | MEX-5 binding | VLA-4 inh | GLD-1 RNA inh | AGP1-GFP MLPCN | CIT2 TOR yeast | BCLXL inh
CCOC(=O)N1CCN(Cc2nc3c(c(=O)n(C)c(=O)n3C)n2Cc2cccc3ccccc23)CC1 | 2 | 107 | 4 | -0.4 | -4 | 13 | 94 | 98 | 6
COc1ccc(-c2nc(CS(=O)CC(=O)NC3CCCCC3)c(C)o2)cc1OC (centres undefined) | 1 | 99 | 1 | 1.2 | 0 | 5 | 106 | 106 | 0
CCOc1ccccc1OCc1nn2c(COc3ccccc3)nnc2s1 | 0 | 95 | 9 | -0.1 | -12 | 0 | 100 | 88 | 8
Cc1cc2nccc(-c3ccc(Cl)cc3Cl)n2n1 | 1 | 113 | 0 | -1.8 | 14 | -2 | 89 | 94 | 4
CCOC(=O)c1ccc(N2C(=O)c3n[nH]c(-c4ccco4)c3C2c2cccc([N+](=O)[O-])c2)cc1 (centres undefined) | 6 | 92 | 8 | 0.9 | -5 | 8 | 104 | 100 | 4
CCCCCC(=O)Nc1c(-c2cccs2)c(=O)c2ccccc2n1C | 5 | 112 | -2 | -1.1 | 3 | 4 | 96 | 97 | 2
S=C(Nc1cc(Cl)ccc1Cl)Nn1cnnc1 | 1 | 97 | -2 | 0.7 | 1 | 1 | 109 | 118 | -6
COc1ccc(C(=O)Oc2cccnc2)cc1OC | 2 | 90 | -1 | 0.8 | 0 | -1 | 99 | / | 2
O=C(Nc1ccccc1-c1nc2ccccc2[nH]1)c1sc2ccccc2c1Cl | 0 | 98 | -1 | 1.2 | -5 | 2 | 100 | 102 | -2
CC(O)C(=O)N/N=C/c1cccc(Cl)c1Cl (centres undefined) | 1 | 99 | 5 | -0.8 | -4 | 6 | / | 92 | 3
Cc1cc(-c2[nH]nc3c2C(c2ccsc2)C(C#N)=C(N)O3)c(C)s1 (centres undefined) | 0 | 99 | 5 | -1.6 | 4 | 8 | 98 | 89 | 4
O=C(NNC1=NCCC1)C1CC1 | 0 | 103 | 3 | -0.8 | 4 | 4 | 97 | 97 | 0
CCCCn1c(NS(=O)(=O)c2ccccc2)c(S(=O)(=O)c2ccc(C)cc2)c2nc3ccccc3nc21 | 0 | 113 | 7 | -2.0 | 9 | 4 | 81 | 97 | 4
Cc1ccc(S(=O)(=O)/C(C#N)=C/c2c(N3CCC(C(N)=O)CC3)nc3ccccn3c2=O)cc1 | 0 | 108 | 6 | -5.5 | 5 | 6 | 98 | 98 | 11
CN(C)C(=O)c1ccc(NC(=O)c2cccc(S(=O)(=O)N3CCCc4ccccc43)c2)cc1 | 2 | 109 | 3 | -2.7 | 10 | 2 | 117 | 110 | -1
Cc1nc2c3cc(Cl)ccc3n(CCN3CCOCC3)c2s1 | 8 | 94 | -4 | 0.1 | 3 | -4 | 100 | 94 | -2
Nc1cc(C(=O)O)c(N)c2c1C(=O)c1ccccc1C2=O | 3 | 162 | 180* | -101* | -6 | 112* | 108 | 98 | 155*
CC1(C)CC(=O)C(C(=O)Cc2ccccc2[N+](=O)[O-])C(=O)C1 | 2 | 116 | 5 | -0.6 | -4 | 8 | 88 | 88 | 4
O=C(N/N=C/c1ccccn1)c1ccccc1 | 0 | 115 | -4 | -8.9 | -9 | 5 | 114 | 107 | -2
O=C(Nc1cc(Cl)cc(Cl)c1)c1cnn2cccnc12 | 0 | 109 | -12 | -2.1 | 25 | -3 | 98 | 98 | -2
COc1ccc(CC(=O)NC2CCN(Cc3nnnn3C(C)(C)C)CC2)cc1OC | 1 | 93 | 4 | -0.9 | -37 | -2 | 102 | 95 | 5
Cc1cn2c(N)c(/C=C3\C=Nc4ccccc43)c(=O)nc2s1 | 0 | 91 | 16 | -7.3 | 6 | 1 | 101 | 95 | 29
COC(=O)c1ccc[n+](CC(=O)c2ccc(Br)cc2)c1 | 0 | 92 | 1 | 4.6 | -4 | -4 | 92 | 99 | 7
COc1ccc(C(=O)NCCc2c[nH]c3ccccc23)cc1S(=O)(=O)N1CCOCC1 | 1 | 76 | 6 | -0.1 | 3 | 2 | ? | ? | 7
CCOc1ccc(NC(=O)CSc2nnc(C34CC5CC(CC(C5)C3)C4)n2C)cc1 | 0 | 89 | 2 | -1.8 | 4 | 7 | 107 | 105 | 0
CN(C)c1ccc(/C=C/c2cc[n+](C)cc2)cc1 | 0 | 106 | -5 | 27 | i | 95* | 123 | 182* | 9
CC(C)=Cc1oc2ccc([N+](=O)[O-])cc2c1N1CC(C)OC(C)C1 (centres undefined) | 0 | 93 | -11 | -0.7 | 10 | -5 | 95 | 94 | 0

Of the compounds above, these contain a nitro group on carbon.
SMILES | GRK2 inh | Yeast superoxide | MCL1 BIM primary | MEX-5 binding | VLA-4 inh | GLD-1 RNA inh | AGP1-GFP MLPCN | CIT2 TOR yeast | BCLXL inh
Cc1ccc(NC(=O)COc2cccnc2[N+](=O)[O-])cc1S(=O)(=O)N1CCOCC1 | 3 | 101 | 5 | 0.5 | 5 | -5 | 103 | 108 | 4
COc1ccc(S(=O)(=O)N2CCOCC2)cc1NC(=O)COc1cccnc1[N+](=O)[O-] | 2 | 108 | -1 | -1.9 | 11 | 7 | 98 | 104 | 8
O=C(N/N=C/c1cccc(Oc2ccc([N+](=O)[O-])cc2[N+](=O)[O-])c1)c1cncc(Br)c1 | 0 | 96 | 4 | 1.4 | -11 | -1 | 109 | 107 | 9
CCOC(=O)c1ccc(N2C(=O)c3n[nH]c(-c4ccco4)c3C2c2cccc([N+](=O)[O-])c2)cc1 (centres undefined) | 6 | 92 | 8 | 0.9 | -5 | 8 | 104 | 100 | 4
CC1(C)CC(=O)C(C(=O)Cc2ccccc2[N+](=O)[O-])C(=O)C1 | 2 | 116 | 5 | -0.6 | -4 | 8 | 88 | 88 | 4
CC(C)=Cc1oc2ccc([N+](=O)[O-])cc2c1N1CC(C)OC(C)C1 (centres undefined) | 0 | 93 | -11 | -0.7 | 10 | -5 | 95 | 94 | 0

New compounds follow
SMILES | GRK2 inh | Yeast superoxide | MCL1 BIM primary | MEX-5 binding | VLA-4 inh | GLD-1 RNA inh | AGP1-GFP MLPCN | CIT2 TOR yeast | BCLXL inh
CCCCOc1cccc(NC(=O)CSc2nccn2C)c1 | 0 | 88 | 3 | 0.3 | 10 | -6 | 99 | 100 | 6
COc1cccc(-n2c(CNC(=O)OC(C)(C)C)n[nH]c2=S)c1 | 0 | 87 | -5 | -2.1 | 7 | 1 | 101 | / | -16
Cc1ccc(C(=O)NCCN2CCCC2)cc1 | 0 | 84 | 3 | 1.1 | -12 | -4 | 102 | 99 | 2
COc1ccc(C(=O)c2sc(Nc3ccccc3)nc2N)cc1 | 2 | 102 | / | 1.0 | -6 | / | 97 | 104 | /
CC1(C)C(c2ccccc2)=NC(c2ccccc2)N1O (centres undefined) | 0 | i | 4 | -0.3 | -2 | 4 | 101 | 98 | -1
O=C(OCc1cc2ccccc2[nH]c1=O)C1CCCO1 (centres undefined) | 0 | 99 | 7 | 0.3 | 6 | -1 | 91 | 93 | 6

Random draw from the library, and some 2.1% of all compounds hit somewhere here.
